Assay outcomes from PubChem BioAssay.
PNC inhibitor – High Content Assay for Compounds that inhibit the Assembly of the Perinucleolar Compartment; PC3M PTB-GFP, PNC prevalence imaging, 16 h; hits give low values; activity change (PNC), negative = inhibition, % at 10 µM; AID 2417, 2010; actives 3.1% (n = 140,000);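 active means readout at or below -70, meaning at least 70% loss of cells showing the perinucleolar compartment, a nuclear body marking cancer cells; inconclusive means readout between -30 and a set limit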;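 further: plate controls were DMSO wells for no effect and camptothecin positive control wells for full effect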
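PC3M cells stably expressing PTB-GFP, 750–1000 cells/well, treated 16 h at 37 °C with compound (23 nl of library stock), in duplicate. After paraformaldehyde fixation and Hoechst stain, imaged at 20x; PNC prevalence scored by image analysis.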
15-hLO-2 inh – qHTS Assay for Inhibitors of 15-hLO-2 (15-human lipoxygenase 2); Polyunsaturated fatty acid lipoxygenase ALOX15B (Homo sapiens), O15296; purified 15hLO-2, xylenol orange hydroperoxide absorbance; Potency, µM (top dose mostly 57.1 µM), for the others: top-dose activity change, negative = inhibition, most hits filed as inhibitors; actives 0.56% (n = 110,000); further: potency means the concentration at half of the fitted maximal effect; nearly all actives have a fitted effect of over 60% in size; many of its hits are not listed in these tables
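Read-out: hydroperoxide product oxidises ferrous iron, measured as xylenol orange complex via the 573-to-405 nm absorbance ratio after 30 min. Reaction: 50 nM enzyme, 15 min compound preincubation, 45 uM arachidonic acid, 90 min RT, Hepes pH 7.5 with Triton X-100.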
IMPase inh – qHTS Assay for Identifying the Cell-Membrane Permeable IMPase Inhibitors; AID 901, 2007; inhibition (IP1 accumulation), % at 46.1 µM; CHO-M1 cells, IP1 accumulation, HTRF TR-FRET ratio; 120,000 tested, under 10 active; active means well fitted curve in the direction sought with a large enough effect in the signal ratio, not every such curve was filed as active; inconclusive means small, poorly fitted or top-dose-only effect, or a change in a side signal; inactive means no such curve, though single readings can be large or run the other way; the % refers to the signal ratio;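 further: cells stimulated with carbachol in lithium chloride buffer; plate controls were DMSO basal wells for no effect and reference inhibitor wells for full effect; higher means more IMPase inhibition seen as more IP1 and lower FRET ratio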
Target sequence (P97697 whole entry, looked up): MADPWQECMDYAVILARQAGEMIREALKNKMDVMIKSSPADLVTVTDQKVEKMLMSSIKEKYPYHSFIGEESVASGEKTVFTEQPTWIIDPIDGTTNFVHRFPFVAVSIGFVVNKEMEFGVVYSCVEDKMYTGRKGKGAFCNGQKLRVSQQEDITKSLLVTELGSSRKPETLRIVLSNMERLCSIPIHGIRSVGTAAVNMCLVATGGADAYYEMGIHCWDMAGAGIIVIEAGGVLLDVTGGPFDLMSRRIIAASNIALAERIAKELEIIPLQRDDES
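In this qHTS, compounds (final up to 46 uM) act on CHO-M1 cells that are then activated through the M1 receptor with carbachol, in pH 7.4 buffer containing 50 mM LiCl, for 30 min. IP1 accumulation is quantified by the IP-One immunoassay.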
12-hLO inh – qHTS Assay for Inhibitors of 12-hLO (12-human lipoxygenase); Polyunsaturated fatty acid lipoxygenase ALOX12 (Homo sapiens), P18054; purified 12-hLO, xylenol orange hydroperoxide absorbance; Potency, µM (highest dose often 57.1 µM), without a hit: at the highest dose activity change, negative = inhibition, hits mostly inhibitors; actives 0.12% (n = 150,000); AID 1452, 2008; further: potency means the concentration at half of the fitted maximal effect; nearly all actives have a fitted effect of over 55% in size; many of its hits are not listed in these tables
Target sequence (P18054 whole entry, looked up): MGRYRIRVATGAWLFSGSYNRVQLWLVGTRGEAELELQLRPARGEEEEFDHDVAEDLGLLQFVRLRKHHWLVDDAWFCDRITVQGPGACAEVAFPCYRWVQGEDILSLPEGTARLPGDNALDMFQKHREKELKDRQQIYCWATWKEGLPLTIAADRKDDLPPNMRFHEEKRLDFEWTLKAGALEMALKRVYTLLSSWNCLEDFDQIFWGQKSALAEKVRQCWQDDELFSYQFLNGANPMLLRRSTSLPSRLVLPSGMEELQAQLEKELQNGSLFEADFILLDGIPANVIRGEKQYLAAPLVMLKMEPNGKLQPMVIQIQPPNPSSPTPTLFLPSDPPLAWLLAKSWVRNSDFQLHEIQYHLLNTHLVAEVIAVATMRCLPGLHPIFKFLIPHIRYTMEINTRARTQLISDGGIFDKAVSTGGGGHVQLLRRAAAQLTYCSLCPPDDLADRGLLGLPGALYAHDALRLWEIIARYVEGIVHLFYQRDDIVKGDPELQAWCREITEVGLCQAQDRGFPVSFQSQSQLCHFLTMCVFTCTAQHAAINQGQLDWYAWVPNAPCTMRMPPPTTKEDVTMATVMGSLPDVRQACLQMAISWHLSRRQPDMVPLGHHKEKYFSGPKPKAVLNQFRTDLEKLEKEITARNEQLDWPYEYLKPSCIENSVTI
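Hydroperoxide formation by human 12-lipoxygenase from 40 uM arachidonic acid was followed colorimetrically via ferric-xylenol orange complex, using the 573/405 nm absorbance ratio. Enzyme concentration was 150 nM, with 30 min reaction at room temperature.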
Active calls of the source: *; ? = inconclusive; . = no result given; & = joins results of further samples; [ ] = remark or other dose. Unless noted, the call rests on the fitted dose curve; in most records, active means well fitted curve in the direction sought with a large enough effect; inconclusive means small, poorly fitted or top-dose-only effect, or another doubt; inactive means no such curve, though single readings can be large; an effect the other way counts as inactive or inconclusive. Unless noted, on the % scale 0 is the no-effect control and ±100 the full control effect. The list is partial; count on the stated rates, not on these rows.

PNC inhibitor | 15-hLO-2 inh | IMPase inh | 12-hLO inh | compound
24.0 | 0.5% | -3.1 | 4.5% | O=C(Nc1ccc(Cl)cc1C(F)(F)F)c1ccc(Cl)cc1
-10.9 | 6.1% | ? | -4.4% | Cc1ccc(S(=O)(=O)N2C(=O)CCC2C(=O)Nc2ccc3c(c2)OCCO3)cc1 (stereo not given)
-28.4 | . | -16.2 | 1.7% | Cc1cc(C)nc(SCc2cc(=O)c(OC(=O)c3ccc(Br)o3)co2)n1
-24.0 | . | . | -2.7% | NC(=O)c1c(NC(=O)c2cccnc2Cl)sc2c1CCCC2
-23.4 | . | -6.7 | -1.2% | COc1ccc(Nc2cc(C(=O)NCc3ccco3)c3ccccc3n2)c(OC)c1
? | . | . | 1.7% | Cc1ccccc1C(=O)NN1CCOCC1
15.7 | . | -5.9 | 1.4% | Cc1ccc(-n2nc(CC#N)c(C#N)c2N)cc1Cl
-100.0* | . | -2.0 | -3.0% | CN(C1CCS(=O)(=O)C1)S(=O)C12CC3CC(CC(C3)C1)C2 (stereo not given)
-1.3 | -0.8% | 3.3 | -6.6% | CCC(C)Nc1nc2c(c(=O)n(C)c(=O)n2C)n1Cc1ccc(F)cc1 (stereo not given)
-14.7 | 43.9%[activator] | 2.3 | -8.4% | Clc1ccc(-c2cnc3n2CCC3)cc1

Part of the list above, reduced to PNC inhibitor and 12-hLO inh.
Structure	PNC inhibitor	12-hLO inh
Cc1ccc(-n2nc(CC#N)c(C#N)c2N)cc1Cl	15.7	1.4%
CN(C1CCS(=O)(=O)C1)S(=O)C12CC3CC(CC(C3)C1)C2 (stereo not given)	-100.0*	-3.0%

As entered above.
NC(=O)c1c(NC(=O)c2cccnc2Cl)sc2c1CCCC2 @ 12-hLO inh: -2.7%
CCC(C)Nc1nc2c(c(=O)n(C)c(=O)n2C)n1Cc1ccc(F)cc1 (stereo not given) @ PNC inhibitor: -1.3

(further entries)
PNC inhibitor | 15-hLO-2 inh | IMPase inh | 12-hLO inh | compound
? | 3.4% | 2.7 | 1.3% | Cc1cc(C)c2c(N)c3ccccc3nc2n1
-111.0* | 5.6% | 8.9 | -4.6% | O=C(Nc1cc(C(=O)N2CCCC2)ccc1N1CCCC1)c1ccccc1
? | -2.6% | -1.3 | -4.4% | Cc1nnc(SCC(=O)Nc2ccc3c(c2)COC3=O)n1-c1ccccc1
? | 0.7% | 8.7 | -6.3% | COc1cc(C(=O)Nc2ccc(S(=O)(=O)N3CCCCC3C)cc2)cc(OC)c1OC (stereo not given)
. | 5.0%[25.6 µM] | -2.7[20.6 µM] | -1.3%[25.6 µM] | C[C@@H]1O[C@H](O[C@@H]2\C=C/C=C\C=C/C=C\C[C@H](C)OC(=O)/C=C\[C@H]3O[C@@H]3C[C@H](O)C[C@]3(O)C[C@@H](O)[C@@H](C(=O)O)[C@H](C2)O3)[C@@H](O)[C@H](N)[C@@H]1O (stereo in doubt)
? | . | -0.3 | -1.9% | CCOc1ccc(NC(=O)C2CCN(c3nnnn3-c3ccccc3)CC2)cc1
0.6 | -3.5% | -4.6 | 1.0% | CCSC1=C(C#N)C(c2cccc(O)c2)CC(=O)N1 (stereo not given)
57.0 | 23.4% | 14.2 | 2.1% | CCCN1CCC(N(C)CCc2ccc(OC)c(OC)c2)CC1
61.0 | 0.1% | 7.3 | 4.2% | CSc1cccc(NC(=O)/C=C/c2ccccc2)c1
-20.0 | . | -6.5 | -2.2% | Cc1cc(C)c[n+](-c2nc3ccccc3nc2[N-]S(=O)(=O)c2cccs2)c1
. | 1.6% | . | 0.2% | O=S(=O)(O)c1ccccc1
-22.9 | 1.6% | 0.3 | -1.2% | O=C(Oc1c(Cl)cc(Cl)c2cccnc12)N1CCOCC1
16.9 | 2.5% | 0.5 | -3.6% | CCNc1nc(C)nc2c1oc1ccccc12
-9.1 | . | . | 0.6% | Cc1ccc(NS(=O)(=O)c2ccc(Cl)c(C(=O)Nc3ccccc3-c3nc4ccccc4[nH]3)c2)cc1C
? | -5.3% | 21.1 | -0.3% | CCOC(=O)c1cn(CC)c2ccc(S(=O)(=O)N3CCC(C)CC3)cc2c1=O
-25.3 | -9.6% | 1.5 | -2.7% | COCCNC(=O)CSc1nc2ccc(N3CCOCC3)cc2c(=O)n1CCc1ccccc1
-9.4 | 26.1% | 5.3 | -1.6% | CN1CCN(S(=O)(=O)c2ccc(SCCOc3ccccc3)nc2)CC1
16.6 | -5.3% | -0.9 | -0.8% | COc1ccc(-c2ccc(=O)n(CC(=O)Nc3nnc(C(C)C)s3)n2)cc1OC
21.5 | -2.4% | 1.1[20.6 µM] | -2.2% | Cc1cc(NC(=O)C2=C(O)c3ccccc3S(=O)(=O)N2C)no1
-100.0* | . | 2.4 | -6.9% | CCNc1ccc2noc3c2c1C(=O)c1ccccc1-3

One compound at a time, from the list above. Screens in order: PNC inhibitor	15-hLO-2 inh	IMPase inh	12-hLO inh
CCOC(=O)c1cn(CC)c2ccc(S(=O)(=O)N3CCC(C)CC3)cc2c1=O across the screens: ?	-5.3%	21.1	-0.3%
CCSC1=C(C#N)C(c2cccc(O)c2)CC(=O)N1 (stereo not given) across the screens: 0.6	-3.5%	-4.6	1.0%

(cont.)
PNC inhibitor | 15-hLO-2 inh | IMPase inh | 12-hLO inh | compound
-88.3* | -5.7% | 6.3 | -5.5% | CC(C)(C)n1nnnc1C(c1ccc(Cl)cc1)N1CCCc2ccccc21 (stereo not given)
57.0 | -1.8% | -0.4 | 1.9% | CCOC(=O)C(NCCCCl)c1ccccc1 (stereo not given)
-27.1 | -8.0% | -0.5 | -3.7% | Cc1c(NC(=O)C2CCCN2C(=O)c2cccs2)c(=O)n(-c2ccccc2)n1C (stereo not given)
22.0 | . | -5.7 | 3.7% | O=C(Cc1cc(=O)[nH]c(=O)[nH]1)NCCN1CCOCC1
50.7 | -25.5% | 7.0 | -6.4% | Cc1ccc(OC(=O)C(C)c2cccc(C(=O)c3ccccc3)c2)cc1 (stereo not given)
30.7 | . | ? | 5.6% | CCCOC1(NC(=O)c2ccccc2)C(C)=CC(=O)C=C1C
11.7 | 3.7% | 5.4 | 3.8% | COc1ccc(C(=O)Nc2nc(N)n(-c3ccccc3)n2)cc1OC
97.3 | 12.9% | -4.3 | 2.9% | CNC(=O)c1cn(-c2ccccc2)c(=O)c2ccccc12
? | . | 3.7 | -3.5% | CCC1CCCCN1CC(O)Cn1c2ccccc2n2c(=O)cc(C)c(C#N)c12 (stereo not given)
2.3 | 2.7% | 17.1 | -2.4% | O=C(c1cc2ccccc2oc1=O)N(Cc1cccs1)C1CCS(=O)(=O)C1 (stereo not given)
5.8 | ? | 1.0 | -3.2% | CCc1ccc(CSc2nccn2-c2ccccc2)cc1
? | -0.8% | 1.5 | -2.8% | Cc1ccc2c(c1)[nH]c1c(=O)n(Cc3ccccn3)cnc12
-16.5 | . | . | 3.9% | CCOC(=O)c1ccc(N2CN(C3CCCCC3)CNC2=S)cc1
65.3 | . | -9.3 | -0.1% | CC1CN(C(c2cccs2)c2sc3ncnn3c2O)CC(C)O1 (stereo not given)
1.1 | -21.1% | 3.3 | -1.9% | Cc1ccc(C)c(N2CCN(C(=O)Cn3cccc3)CC2)c1
7.6 | . | . | -1.7% | O=C(c1ccc(Cn2cc(Br)cn2)cc1)N1N=C(C(F)F)CC1(O)C(F)F (stereo not given)
? | 7.4% | 3.4 | 5.8% | CC1(C)C2CCC1(CS(=O)(=O)N1CCOCC1)C(=O)C2 (stereo not given)
17.8 | -16.6% | 12.3 | -2.4% | Cc1ccccc1OCC(=O)N/N=C/c1ccc(Sc2nc3ccccc3s2)o1
-11.0 | . | . | 1.2% | CCCCCCCCNC(=O)c1cnsn1
36.3 | . | . | 11.7% | COC(=O)c1sc(NC(=O)c2ccc(C)o2)nc1C
-10.5 | 2.8% | 3.2 | -1.6% | CC(=O)Nc1c(O)nc(SCC(=O)Nc2c(C)cccc2C)[nH]c1=O
7.3 | -6.7% | 20.5 | -0.4% | O=C(Nc1ccccc1N1CCN(c2ccccc2)CC1)C1CCCCC1
? | -16.2% | 6.1 | -11.8% | O=C(c1cc(-c2ccco2)on1)N1CCCc2ccccc21
? | -12.7% | -3.6 | 13.9% | CCOc1cc2[nH]c(=S)n(CCCCC(=O)NCc3ccco3)c(=O)c2cc1OCC
? | 7.9%[11.4 µM] | -5.7[1.84 µM] | 4.7% | Cc1ccc(-c2cc3ccccc3nc2N2CCCC2)cc1
? | 3.0%[11.4 µM] | ? | 1.6% | COc1ccc(-c2cc(C(=O)Oc3ccc([N+](=O)[O-])cc3)c3ccccc3n2)cc1
-16.2 | 4.6% | 7.8 | -0.9% | CC1CCCC(NC(=O)c2n[nH]c(=O)c3ccccc23)C1C (stereo not given)
? | -14.1% | ? | -7.8% | CCC(CC)c1nnc(NC(=O)CCN2C(=O)c3ccccc3C2=O)s1
-100.0* | . | -7.8 | -3.3% | COc1ccc(C)cc1NC(=O)Cn1cnc2sc(C)c(S(=O)(=O)N3CCOCC3)c2c1=O
-14.3 | . | 8.1 | 2.1% | COc1ccc(-c2cc(=O)c3ccccc3n2C)cc1
5.1 | 12.5% | -11.0 | -7.8% | CCN(C(=O)COC(=O)c1cnc(C)cn1)C1CCCCC1
27.0 | . | . | -2.7% | O=C(N/N=C/c1ccco1)c1cc([N+](=O)[O-])cc([N+](=O)[O-])c1
-13.3 | -2.0% | -3.7 | 2.1% | COc1ccc(C(=O)OCC(=O)c2ccccc2)cc1S(=O)(=O)N1CCOCC1
5.0 | -3.5% | -1.4 | -5.5% | N#Cc1ccccc1Sc1ccccc1C(=O)Nc1ccccc1
? | 6.4% | -3.3 | 3.0% | CN(C)CC(C)(C)CNC(=O)c1cc(=O)c2ccccc2o1
? | . | . | -0.9% | CC1=C(C(=O)OCC(C)C)C(c2ccsc2)C2=C(CCCC2=O)N1 (stereo not given)
22.7 | -12.0% | 9.2 | -0.8% | COC(=O)[C@H](CCSC)NC(=O)Nc1ccc(C)cc1
. | 23.9%[25.6 µM] | -1.1[20.6 µM] | 2.6%[25.6 µM] | COc1ccccc1N1CCN(CCCCNC(=O)c2ccc3ccccc3c2)CC1
-2.8 | 6.1% | 7.4 | -0.7% | CCN(CC)S(=O)(=O)c1cc(C(=O)Nc2ccccn2)ccc1C
22.7 | . | -5.5 | 0.3% | Cc1cccc(NC2SC(=O)N(CC(=O)O)C2=O)c1 (stereo not given)
39.9 | -7.2% | -6.7 | -15.3% | COc1ccccc1C(=O)Oc1cc(N)n(S(=O)(=O)c2ccc(C)cc2)n1
? | . | . | 0.3% | CCOC(=O)C1=C(O)/C(=C/c2cc(OC)c(O)c(OC)c2)SC1=Nc1ccc(OC)cc1
? | 20µM* | -5.6 | -4.0% | c1ccc2sc(SN3CCOCC3)nc2c1
32.8 | -20.6% | 2.2 | -7.6% | O=C(Nc1cc(Cl)cc(Cl)c1)C(NCCO)c1ccccc1 (stereo not given)
-20.4 | . | . | -1.3% | CC(C)c1nc(-c2ccc([N+](=O)[O-])cc2)cs1
17.7 | 14.4% | . | -5.1%&-1.5% | Nc1cc(=O)[nH]c(=O)n1CC1CC1
? | 5.4% | 0.3 | 1.0% | Cn1c(SCc2cccnc2)nnc1-c1c[nH]c2ccccc12
0.8 | 7.8% | 8.4 | 1.5% | CC(=O)N1CCN=C1SCc1ccccc1
39.9 | -4.5% | -2.3 | 0.5% | CCOCCCNC(=O)CN1C(=O)C(CC)Oc2ccccc21 (stereo not given)
-19.0 | . | . | 0.3% | COc1ccccc1NC(=O)C(=O)NCc1ccccc1Cl
-21.9 | . | . | -11.4% | N#Cc1c(NC(=O)C2CC2)sc2c1CCCCC2
